Source: PubChem
TRPV1 ag: activates the human vanilloid receptor TRPV1; activation, % at 8.33 µM; actives 0.19% (n = 320,000); TRPV1-expressing cells, Fluo-8 calcium influx, agonist mode; AID 540275; Q8NER1; in the data active = activation above about 80%; inconclusive = between about 30% and that limit; note: 0% is about no effect
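Cells expressing TRPV1 were dye-loaded with Fluo-8 and read kinetically: 10 s baseline, 3 min after compound (agonist portion), then 2 min after EC20 capsaicin (allosteric enhancer portion). Calcium-bound dye fluorescence at 480/520 nm.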
GALK inhibitor: blocks human galactokinase activity; AID 1868; actives 0.007% (n = 270,000); Potency, µM (top dose mostly 57.5 µM), inactives show at the highest dose activity change, negative = inhibition, hits mostly inhibitors; Purified GALK, Kinase-Glo residual ATP luminescence; note: potency is the fitted concentration of half-maximal effect; % is set by controls: 0 for no effect and ±100 for the full control effect
Target sequence (P51570 whole entry, looked up): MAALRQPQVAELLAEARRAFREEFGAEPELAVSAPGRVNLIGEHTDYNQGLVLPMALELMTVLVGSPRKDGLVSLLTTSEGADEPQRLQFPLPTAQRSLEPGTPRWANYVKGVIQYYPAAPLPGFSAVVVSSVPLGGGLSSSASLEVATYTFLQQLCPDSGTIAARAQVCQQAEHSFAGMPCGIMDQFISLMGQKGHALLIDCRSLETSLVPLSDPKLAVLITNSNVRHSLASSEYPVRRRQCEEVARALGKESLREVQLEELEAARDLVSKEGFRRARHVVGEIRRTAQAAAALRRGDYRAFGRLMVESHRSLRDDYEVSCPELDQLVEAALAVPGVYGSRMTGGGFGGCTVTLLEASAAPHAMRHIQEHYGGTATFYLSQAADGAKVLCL
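ATP-depletion format; final 35 uM ATP, 100 uM D-galactose, 5 nM enzyme; pH 8.0 HEPES/Mg2+ buffer; 60 min RT; luminescence read 10 min after detection reagent.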
KCNH2 3.1 inh: inhibitors of human KCNH2 3.1 potassium channel isoform; U2OS KCNH2 3.1, thallium flux FluxOr; active compounds read low; activity change, % (tested at about 1.8 µM); actives 0.95% (n = 340,000);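 active = maximum activity change below -70%; inconclusive = maximum activity change from -70% to -50%; inactive = maximum activity change above -50%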;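 note: thallium influx rate constant from kinetic fluorescence after stimulation buffer; % is set by controls: 0 for no effect and ±100 for the full control effect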
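U2OS cells transduced with KCNH2 3.1 mutant virus (1.77 x 10^8 /mL, 4 h), plated overnight at 37 C, loaded 45 min with FluxOr dye plus Red40 quencher. Thallium flux rate constant from kinetic reads after stimulation buffer, normalised to controls.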
ASM inhibitor: inhibitors of human secretory acid sphingomyelinase. placental ASM, HMU-PC fluorogenic substrate, 60 min. Potency, µM (highest dose often 57.5 µM), without a hit: top-dose activity change, negative = inhibition, actives largely listed as inhibitors. actives 0.006% (n = 340,000). AID 504937; note: potency is the fitted concentration of half-maximal effect
Target sequence (P17405 47-631 limits assumed): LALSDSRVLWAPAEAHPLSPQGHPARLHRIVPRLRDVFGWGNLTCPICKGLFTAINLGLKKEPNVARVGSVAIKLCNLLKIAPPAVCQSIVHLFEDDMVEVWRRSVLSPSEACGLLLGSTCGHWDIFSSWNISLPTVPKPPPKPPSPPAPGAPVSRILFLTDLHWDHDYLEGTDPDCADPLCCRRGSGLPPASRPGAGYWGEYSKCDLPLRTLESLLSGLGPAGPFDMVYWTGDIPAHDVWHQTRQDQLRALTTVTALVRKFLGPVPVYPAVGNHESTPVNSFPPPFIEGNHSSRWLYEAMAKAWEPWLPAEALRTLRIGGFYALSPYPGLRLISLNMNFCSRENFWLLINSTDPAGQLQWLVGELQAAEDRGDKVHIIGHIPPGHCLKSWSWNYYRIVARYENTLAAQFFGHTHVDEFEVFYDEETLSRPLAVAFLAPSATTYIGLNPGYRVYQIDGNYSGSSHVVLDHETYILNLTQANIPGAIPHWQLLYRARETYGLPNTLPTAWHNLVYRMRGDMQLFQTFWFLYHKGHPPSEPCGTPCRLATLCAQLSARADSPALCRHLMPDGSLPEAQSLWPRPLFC
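Fluorescence read-out (Ex 386 nm, Em 447 nm) after stopping the reaction at pH 10. Enzyme: ASM from human placenta; substrate HMU-PC0, 9 uM final; 60 min, 37 °C. Compound preincubation 10 min, ambient temperature.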
hERG WT inh: inhibitors of human wildtype KCNH2 potassium channel | U2OS, BacMam KCNH2, thallium flux FluxOr; active compounds read low | Q12809 | activity change, % at 1.84 µM | actives 0.37% (n = 340,000);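 active = maximum activity change below -70%; inconclusive = maximum activity change between -70% and -50%; inactive = maximum activity change above -50%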; note: % is set by controls: 0 for no effect and ±100 for the full control effect
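U2OS cells transduced with wild-type KCNH2 virus are loaded with FluxOr dye for 45 min, and thallium flux is measured in kinetic reads before and after stimulation buffer. Rate constants are normalized to DMSO controls.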
FBPA coupling cs: counter-screen for Giardia aldolase inhibitors: coupling enzyme system; coupling enzyme system counterscreen, AmpLite Red fluorescence; activity change, negative = inhibition, % at 58.2 µM, hits read low; actives 0.67% (n = 290,000); AID 2472; in the data active = activity change below about -30%; note: % is set by controls: 0 for no effect and ±100 for the full control effect
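Activity here indicates interference with the coupling reaction, not aldolase inhibition. Compounds at 57.5 uM final met coupling enzymes for 10 min at RT; substrate and AmpLite Red detection followed, with a 525/598 nm fluorescence read after 20 min.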
MBNL1 CUG block: inhibitors of human MBNL1 binding to CUG repeat RNA; Potency, µM (titrated, usually from 57.5 µM), inactives show at the top dose activity change, negative = inhibition, most hits filed as inhibitors; AID 2675; actives 0.036% (n = 280,000); Q9NR56; TR-FRET MBNL1-His/biotin-(CUG)12 binding, 665/545 ratio; active = well fitted inhibition curve with a large enough effect in the signal ratio, with a control signal flat, not every such curve was filed as active; inconclusive = small, poorly fitted or top-dose-only effect, or effect the other way, or a change in a side signal; inactive = no such curve, though single readings can be large or run the other way; the % refers to the signal ratio; note: potency is the fitted concentration of half-maximal effect; % is set by controls: 0 for no effect and ±100 for the full control effect
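TR-FRET readout: Ex 340 nm, 665/545 nm emission ratio, normalized to buffer-only (basal) and MBNL1-(CUG)12 controls. Complex of MBNL1-His with Biotin-(CUG)12, compounds 92 nM–58 uM, incubated 60 min at room temperature.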
A-T KAP1 phos: potential ataxia-telangiectasia treatment; […] A-T fibroblasts, KAP-1 phosphorylation AlphaLISA; neocarzinostatin DNA damage 30 min before lysis; Potency, µM (doses to about 57.5 µM), for the others: at the highest dose activation, hits mostly activators; actives 0.19% (n = 320,000); AID 485349; note: potency is the fitted concentration of half-maximal effect; % of control where 0% means no effect; nearly all actives have a fitted effect of over 45% in size
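hTERT-immortalized A-T patient fibroblasts ([…]), 500 cells/well in OPTI-MEM, 1% FBS, got compounds for 60 min, then NCS for 30 min at 37C. Lysates were then assayed for phospho-KAP-1 by AlphaLISA (anti-pKAP1 donor, anti-KAP1 acceptor beads), 6 hr at 25C.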
Integrin act MD: activators of alpha7 integrin expression for muscular dystrophy | actives 0.064% (n = 350,000) | Potency, µM (titrated, usually from 38.3 µM), without a hit: at the top dose activation, actives largely listed as activators | alpha7betagal myoblasts, beta-gal FDG fluorescence, 48 h;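 note: potency is the fitted concentration of half-maximal effect; 100% = response of the positive control SU9516; nearly all actives have a fitted effect of over 60% in size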
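alpha7betagal+/- myoblasts (passage 13, 250/well) treated 48 h at 37C with compounds at 1:260 dilution of DMSO stock. Lysed, then beta-galactosidase activity read as FDG fluorescence (ex 480/em 540) after 30 min, with pre-read for autofluorescence.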
MLL CXXC-DNA inh: inhibitors of human MLL CXXC domain-DNA interaction | Potency, µM (highest dose often 115 µM), inactives show top-dose activity change, negative = inhibition, most hits filed as inhibitors | MLL-CXXC / FITC-HOXA9 DNA fluorescence polarization | actives 0.037% (n = 290,000) | Q03164 | AID 2662; active = well fitted inhibition curve with a large enough effect in the polarisation, with a control signal flat, not every such curve was filed as active; inconclusive = small, poorly fitted or top-dose-only effect, or effect the other way, or a change in a side signal; inactive = no such curve, though single readings can be large or run the other way; the % refers to the polarisation; note: potency is the fitted concentration of half-maximal effect
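Steps: dispense CXXC domain solution (7 uM) → pin compounds or unlabeled HOX-A9 DNA control → 5 min ambient → add FLSN-HOX-A9 solution (50 nM) → spin → 30 min ambient → fluorescence polarization. Tris pH 7.5/NaCl/DTT/BSA buffer.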
* marks the source's active call; other numbers are inactive results; ? = inconclusive; · = not tested or not shown; [ ] = dose if it differs, or a comment. Unless noted, calls come from the whole dose curve; as a rule, active = well fitted curve in the direction sought with a large enough effect; inconclusive = small, poorly fitted or top-dose-only effect, or another doubt; inactive = no such curve, though single readings can be large; an effect the other way counts as inactive or inconclusive.

smiles	ASM inhibitor	KCNH2 3.1 inh	A-T KAP1 phos	GALK inhibitor	MBNL1 CUG block	FBPA coupling cs	hERG WT inh	Integrin act MD	MLL CXXC-DNA inh	TRPV1 ag
CC(C)c1cc(C(=O)N2CCCC(N3CCN(c4ccc(F)cc4)CC3)C2)n(C)n1 (stereo not given)	6%	-5	-15%	·	-4%	1	4	-26%	-6%	-3
CC1CCc2c(sc(NC(=O)/C=C/c3cccs3)c2C(=O)O)C1 (stereo not given)	-1%	-17	-4%	-17%	23%	1	4	3%	-3%	24
CCCCN(C(=O)C1CC1)C1CCS(=O)(=O)C1 (stereo not given)	-1%	-2	·	·	·	·	9	1%	·	-5
COc1ccccc1NC(=O)Cn1nc(C)n2cccc2c1=O	-5%	6	-4%	10%	0%	-1	16	1%	5%	-2
CCOC(=O)c1cnc2c(c(C)nn2C)c1Oc1cc(Cl)cc(Cl)c1	-11%	3	3%	-5%	·	4	-3	-8%	1%	1
CC1CCN(C2=NC(=O)/C(=C/c3ccccc3F)S2)CC1	-4%	-4	-7%	0%	123%[activator]	6	11	-19%	2%	88*
COCCn1c(SCC(=O)Nc2ccc(C(N)=O)cc2)nc2c([nH]c3ccccc32)c1=O	0%	4	-3%	7%	5%	·	2	-44%	-5%	0
CC(C)(C)n1nc2c(c1NC(=O)c1ccc(Br)cc1)CS(=O)C2 (stereo not given)	3%	-6	5%	2%	17%	1	5	17%	-3%	·
O=C(NCc1cccnc1)Nc1ccc(Cl)cc1	1%	9	2%	-4%	-10%	·	-15	12%	1%	15
O=C(Nc1nnc(-c2ccc(F)cc2)o1)C1CCCN1S(=O)(=O)c1cccs1 (stereo not given)	7%	2	3%	·	·	·	-6	12%	·	-1
C[C@@]12CCC[C@@](C)(C(=O)O)C1CC[C@@]13C[C@@H](NCc4ccccc4)[C@@](C)(CCC12)C3 (stereo not given in full)	-3%	-10	12%	·	·	·	1	-21%	·	2
O=C(c1cc2ccccc2o1)c1cccs1	-3%	2	6%	0%	?	1	-7	5%	-5%	17
COc1ccccc1NCN1C(=O)CCC1=O	0%	10	5%	·	-5%	-1	17	14%	10%	2
Nc1cc(Nc2ccccc2)c2nonc2c1[N+](=O)[O-]	0%	5	31%	·	?	1	15	14%	10%	-2
O=C(O)CSc1nnc(COc2cccc3cccnc23)n1-c1cccc(C(F)(F)F)c1	6%	7	-4%	0%	-2%	4	-3	8%	30%[activator]	2
Cc1nn(-c2ccccc2)cc1/C=N/O	5%	-1	-4%	1%	11%	0	-6	3%	-2%	2
COc1ccc(-n2c3c(c(=O)[nH]c2=O)C(NS(=O)(=O)c2ccc(Cl)cc2)(C(F)(F)F)C(=O)N3)cc1 (stereo not given)	-1%	12	2%	·	3%	4	-98*	10%	-2%	-3
CCOC(=O)C1=C(CN2CCOCC2)NC(=O)NC1c1cc(C)ccc1C (stereo not given)	0%	5	-15%	-4%	-1%	2	-20	-14%	1%	-3
CC1CN(C(=O)c2nn(C)cc2[N+](=O)[O-])CC(C)O1 (stereo not given)	2%	1	-1%	0%	2%	1	-3	5%	1%	-7
O=c1c(Cl)c2oc3ccccc3nc-2c2ccccc12	-10%	-13	2%	-1%	8%	0	1	12%	32µM*	13
CCOC(=O)Cc1csc(SCc2cc(=O)oc3cc(O)ccc23)n1	66%[activator]	17	-2%	-2%	9%	6	-4	-20%	0%	-4
COc1cccc(CNC(=O)CCCSc2ccccc2)c1	-6%	1	-1%	5%	4%	0	-2	2%	-4%	?
CN(Cc1c(C(=O)N2CCc3ccccc3C2)nc2ccc(Cl)cn12)C(C1CC1)C1CC1	2%	12	0%[11.5 µM]	2%	-3%	12	·	-31%	2%	?
O=C(CNC(=O)N1CC(=O)Nc2ccccc21)NCCc1ccc(Cl)cc1	1%	3	3%	-7%	-3%	·	10	-31%	72%[activator]	-2
COc1ccc2c(c1)c(CCN1C(=O)c3ccccc3C1=O)cn2C(=O)c1ccco1	-5%	1	-8%	3%	9%	3	2	-3%	-12%	15
CCOC(=O)NC(Cc1c[nH]c2ccccc12)C(=O)NCCc1ccc(S(N)(=O)=O)cc1 (stereo not given)	1%	-6	22%	3%	-11%	0	7	6%	-13%	1
COc1ccc(CNC(=O)C(c2cccs2)N(C(=O)c2csnn2)C2CC2)cc1 (stereo not given)	1%	7	3%	2%	-1%	1	0	-12%	-7%	1
COc1ccc(/C=N/NC(=O)c2nc(-c3ccccc3)n(-c3ccccc3)n2)cc1	-14%	-37	0%	-1%	42%	4	13	-11%	3%	-2
CSC1=NCCN1C(=O)c1ccc(Br)o1	0%	10	-8%	0%	4%	1	3	1%	30%[activator]	0
Cc1nn(Cc2ccc(Cl)cc2)c(C)c1NC(=O)Cn1nc([N+](=O)[O-])c(Cl)c1C	-3%	-31	15%	1%	-20%	5	-2	-7%	-5%	-4
O=C(/C=C/Sc1ccccc1)c1ccc(Cl)cc1	9%	-6	-3%	-2%	-5%	0	0	-68%[inhibitor]	15%	16
CCN(CC)C(=O)Cn1ccc(NC(C)=O)nc1=O	1%	-1	1%	0%	15%	-1	-8	-11%	-19%	0
CSc1cccc(NC(=O)C2CCCN(S(=O)(=O)c3cnc[nH]3)C2)c1 (stereo not given)	2%	0	7%	1%	1%	-1	-6	28%	23%	0
COc1ccccc1CNC(=O)CSc1ccsc1[N+](=O)[O-]	-1%	28	-2%	-2%	?	0	4	-12%	1%	18
CCC(=O)c1ccc(OCC(O)CNCc2ccc(F)cc2)cc1 (stereo not given)	6%	12	6%	2%	-4%	2	10	12%	5%	7
Cc1cccc(C(=O)N(Cc2ccco2)c2c(N)n(Cc3ccccc3)c(=O)[nH]c2=O)c1	2%	27	-6%	·	·	·	-13	12%	·	2
Cc1c(C(=O)NCc2ccccc2)oc2ccc(S(=O)(=O)N3CCC4(CC3)OCCO4)cc12	-8%	6	-1%	0%	-5%	0	-6	27%	15%	-4
COc1ccc(/C(C)=N/NC(=O)CNC(=O)c2ccncc2)c(OC)c1	1%	14	-1%	6%	1%	0	10	-15%	-6%	3

Individual results from the entries so far:
MBNL1 CUG block result of `CSc1cccc(NC(=O)C2CCCN(S(=O)(=O)c3cnc[nH]3)C2)c1` (stereo not given) reads 1%
KCNH2 3.1 inh result of `COc1ccccc1CNC(=O)CSc1ccsc1[N+](=O)[O-]` reads 28
MLL CXXC-DNA inh result of `CCC(=O)c1ccc(OCC(O)CNCc2ccc(F)cc2)cc1` (stereo not given) reads 5%
GALK inhibitor result of `Cc1c(C(=O)NCc2ccccc2)oc2ccc(S(=O)(=O)N3CCC4(CC3)OCCO4)cc12` reads 0%
ASM inhibitor result of `Cc1cccc(C(=O)N(Cc2ccco2)c2c(N)n(Cc3ccccc3)c(=O)[nH]c2=O)c1` reads 2%

Arranged by molecular weight (lowest first): 3 of the compounds above
smiles	ASM inhibitor	KCNH2 3.1 inh	A-T KAP1 phos	GALK inhibitor	MBNL1 CUG block	FBPA coupling cs	hERG WT inh	Integrin act MD	MLL CXXC-DNA inh	TRPV1 ag
COc1ccccc1CNC(=O)CSc1ccsc1[N+](=O)[O-]	-1%	28	-2%	-2%	?	0	4	-12%	1%	18
COc1ccc(/C(C)=N/NC(=O)CNC(=O)c2ccncc2)c(OC)c1	1%	14	-1%	6%	1%	0	10	-15%	-6%	3
Cc1c(C(=O)NCc2ccccc2)oc2ccc(S(=O)(=O)N3CCC4(CC3)OCCO4)cc12	-8%	6	-1%	0%	-5%	0	-6	27%	15%	-4
